# S1P4 antag: S1P4 receptor antagonists, primary screen, cell-based; inhibition, % at 4.98 µM; 220,000 compounds, 0.26% hits; AID 1510, 2009; Sphingosine 1-phosphate receptor 4 (Homo sapiens), O95977; S1P4-expressing cells, antagonist mode, reporter read-out; in the data active means inhibition above about 29%;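 further: 0% = wells stimulated with agonist and 100% = vehicle wells without agonist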
# NPY-Y2 PAM-ag: NPY-Y2 potentiators or agonists, primary screen, cell-based. Neuropeptide Y receptor type 2 (Homo sapiens), P49146. cells expressing NPY-Y2, potentiator/agonist read-out. activation, % at 3.6 µM. 220,000 compounds, 0.45% hits. AID 1359, 2008; in the data active means activation above about 27%;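 further: cells stimulated with NPY near EC25 plus isoproterenol at EC100; 0% = vehicle plus submaximal agonist and 100% = vehicle plus saturating agonist; some results beyond the cut were filed as inactive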
# Target sequence (P49146 whole entry, looked up): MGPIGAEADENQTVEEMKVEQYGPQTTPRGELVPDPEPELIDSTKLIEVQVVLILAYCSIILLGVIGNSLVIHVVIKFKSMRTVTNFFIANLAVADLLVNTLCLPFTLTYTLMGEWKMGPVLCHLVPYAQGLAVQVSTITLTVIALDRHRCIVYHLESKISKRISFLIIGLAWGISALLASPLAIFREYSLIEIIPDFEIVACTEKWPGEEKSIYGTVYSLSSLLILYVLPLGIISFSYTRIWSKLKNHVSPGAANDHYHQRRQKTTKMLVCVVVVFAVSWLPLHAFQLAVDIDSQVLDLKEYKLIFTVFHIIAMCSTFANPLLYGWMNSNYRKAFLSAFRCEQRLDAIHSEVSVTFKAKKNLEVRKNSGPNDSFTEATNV
# CHOP inhibitor: inhibitors of CHOP promoter induction, primary screen, cell-based, unfolded protein response, luciferase reporter | CHO-K1 CHOP-promoter luciferase, tunicamycin-induced, 15-18 h | 220,000 compounds, 3.8% hits | AID 2732, 2010 | inhibition, % at 10 µM;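 active means compounds that reduced the stress-induced luciferase reporter signal by more than about 70% of percent inhibition, limit read from the data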;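 further: 0% = tunicamycin plus vehicle and 100% = wells without tunicamycin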
# NPY-Y1 antag: NPY-Y1 receptor antagonists, primary screen, cell-based; HEK293-CNG Y1 cells, membrane potential fluorescence; NPY at EC95, then isoproterenol; 200,000 compounds, 1% hits; Neuropeptide Y receptor type 1 (Homo sapiens), P25929; inhibition, % at 3.6 µM;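 active means inhibition above the campaign mean inhibition of all tested compounds plus 3 SD, cut at about 20% in these data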;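 further: 0% = DMSO wells given NPY plus isoproterenol and 100% = isoproterenol alone without NPY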
#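 Benchmarks – high control isoproterenol alone, low control NPY with isoproterenol · Material – HEK293 Y1/CNG channel cell line · Times – dye 3 h, compound 60 min room temperature, stimulation 45 min · Probe or stimulus – NPY (25 nM), isoproterenol (1 µM), Ro 20-1724 (25 µM) · Evaluation – % inhibition of NPY effect · Signal – fluorescence, membrane potential probe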
# p47phox inh: p47phox/p22phox peptide binding inhibitors, primary screen, biochemical, uHTS, NADPH oxidase regulatory subunit; inhibition, % at 24.7 µM; Neutrophil cytosol factor 1 (Homo sapiens), P14598; 220,000 compounds, 0.53% hits; fluorescence polarization, 2 h;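 active means inhibition above about 30%, limit read from the data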;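 further: 0% = p47phox with labelled peptide and 100% = labelled peptide alone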
# Target sequence (P14598 whole entry, looked up): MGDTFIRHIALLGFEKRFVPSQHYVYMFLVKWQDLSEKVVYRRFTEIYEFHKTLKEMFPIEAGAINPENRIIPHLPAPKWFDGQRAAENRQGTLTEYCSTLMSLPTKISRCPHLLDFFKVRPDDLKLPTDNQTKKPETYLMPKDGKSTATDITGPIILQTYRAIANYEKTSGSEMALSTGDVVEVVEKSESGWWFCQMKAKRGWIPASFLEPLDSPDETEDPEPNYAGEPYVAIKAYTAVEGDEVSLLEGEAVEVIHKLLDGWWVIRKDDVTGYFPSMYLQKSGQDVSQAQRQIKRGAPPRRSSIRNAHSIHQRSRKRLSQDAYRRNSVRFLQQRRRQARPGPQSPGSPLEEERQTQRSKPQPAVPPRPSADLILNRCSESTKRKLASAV
# Ba/F3 V617F tox: reduced viability of JAK2V617F-dependent Ba/F3 cells, primary screen, JAK2V617F inhibitor project, cell-based, Ba/F3 EpoR-JAK2V617F, luminescence; ATP luminescence; 220,000 compounds, 1.1% hits; AID 1446, 2008; inhibition, % at 5.6 µM;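 active means inhibition above the campaign mean plus 3 SD over all tested compounds, cut at about 24% in these data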;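 further: cytokine-independent growth of Ba/F3 cells driven by EpoR plus mutant JAK2; 0% = DMSO-treated cells and 100% = JAK inhibitor I control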
# S1P4 agonist: S1P4 receptor agonists, primary screen, cell-based; Sphingosine 1-phosphate receptor 4 (Homo sapiens), O95977; S1P4-expressing cell line, agonist reporter assay; activation, % at 4.98 µM; 220,000 compounds, 0.35% hits; in the data active means activation above about 11%;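 further: 0% = DMSO vehicle and 100% = reference agonist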
# NPY1 pot ag: NPY-Y1 receptor potentiators or agonists, primary screen, cell-based | Neuropeptide Y receptor type 1 (Homo sapiens), P25929 | NPY-Y1 expressing cells, potentiator/agonist activation | activation, % at 3.6 µM | 220,000 compounds, 0.37% hits | AID 1304, 2008; in the data active means activation above about 33%, passing the limit was not always enough;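 further: cells stimulated with NPY at EC10 then isoproterenol at EC100; 0% = low agonist plus stimulus and 100% = saturating agonist plus stimulus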
# BaF3 tox: parental Ba/F3 cell viability inhibition, counter-screen for JAK2V617F inhibitor project, murine pro-B, CellTiter-Glo luminescence. CellTiter-Glo ATP luminescence. inhibition, % at 5.6 µM. 220,000 compounds, 1.1% hits;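 active means inhibition above a per-campaign cutoff, the mean inhibition of all tested compounds plus 3 SD, cut at about 27% in these data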;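 further: 0% = DMSO wells and 100% = JAK Inhibitor I control wells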
# Starred values were filed as active, the others as inactive; nt = not tested or not shown.
SMILES,S1P4 antag,NPY-Y2 PAM-ag,CHOP inhibitor,NPY-Y1 antag,p47phox inh,Ba/F3 V617F tox,S1P4 agonist,NPY1 pot ag,BaF3 tox
CCc1ccccc1NC(=O)CC(O)(C(=O)OC)C(F)(F)F (stereo not given),-25,-5,21,3,-7,-1,0.6,-25,5
OCC1(Cc2ccccc2C(F)(F)F)CCN(Cc2ccccc2)CC1,-6,-12,37,2,2,0,-0.2,-7,10
COc1cc([N+](=O)[O-])ccc1NC(=O)Nc1ccc2c(c1)OCCO2,5,-4,5,-5,-12,3,-2.4,5,8
O=C(O)C1CCCCC1C(=O)NCCc1ccc(F)cc1 (stereo not given),-17,1,-10,7,5,-2,0.3,1,-1
CN1CCN(S(=O)(=O)c2cccc(C(=O)N3CCc4ccccc43)c2)CC1,-16,4,-14,8,-3,0,-1.4,-2,5
C#CCn1cnc2c(cnn2-c2ccc(C)c(C)c2)c1=O,-4,1,9,4,-4,-1,2.8,-15,2
CCOc1ccc(N(C(C)C(=O)N/N=C(\C)C(C)(C)C)S(C)(=O)=O)cc1 (stereo not given),-1,5,17,-3,-8,-1,1.3,-1,1
Cc1cc(C)n(-c2ccc(C(=O)NCc3ccc4c(c3)OCO4)cc2)n1,-11,-7,9,-1,-8,1,-0.7,2,9
Cc1ccc(C(=O)NCCCNc2ccccc2[N+](=O)[O-])cc1,11,-13,16,-4,4,3,0.2,-11,4
COc1cc(-c2nnn(CC(=O)N3CCOCC3)n2)cc(OC)c1OC,-10,3,26,6,-3,-1,1.7,9,1
CC(=O)N1CCc2c(sc3c2c(=O)n(-c2ccccc2)c(=O)n3Cc2ccccc2Cl)C1,-16,6,41,3,0,3,-0.9,2,13
Cc1ccccc1NC(=S)NCc1ccccc1,4,2,-3,5,-3,-3,-1.6,8,2
CCN1/C(=C/c2ccc3cc(C)ccc3[n+]2CC)Sc2cc(C)c(C)cc21,1,23,60,9,14,100*,-2.2,-11,89*
Cc1nn(CC(=O)Nc2ccc(C(=O)N(C)C)cc2)c(=O)c2ccccc12,0,10,38,6,-5,-5,0.2,10,0
CCC(=S)/C=C1\Sc2ccc3ccccc3c2N1CCCS(=O)(=O)O,2,-13,-8,3,-25,-4,0.1,-8,0
CCCn1c(N)c(N2CCCCC2)c(=O)n(CC(=O)Nc2ccccc2)c1=O,2,-12,10,7,-13,6,1.6,-28,6
Cc1ccc(S(=O)(=O)NN2C(=O)c3ccccc3NC2c2cccc(O)c2)cc1 (stereo not given),-19,1,7,-1,-4,-3,2.1,20,1
Cc1cccc(Cl)c1NNC(=O)Nc1c([N+](=O)[O-])c(C)nn1C,-13,-13,25,nt,-9,0,-0.3,2,-3
CC1=C(C(=O)Nc2ccccc2Cl)C(c2ccc(N(C)C)cc2)NC(=O)N1 (stereo not given),-19,6,30,-3,-57,-2,-1.0,39,-1
Cc1sc2nc(SCc3nc(-c4ccccc4)no3)n(-c3ccccc3)c(=O)c2c1C,-19,-10,-1,-1,-26,-4,-1.7,-13,5
O=C(C[n+]1cccc(/C=N/O)c1)N1CCCCCC1,-6,-1,-4,4,-11,3,1.1,1,3
CCCn1nc(C(=O)Oc2ccc3c(C)cc(=O)oc3c2)c2ccccc2c1=O,-4,-2,27,-1,4,4,1.1,-16,10
C#CCN(C)CC/C=C1\c2ccccc2CSc2ccccc21,0,-8,29,0,2,-4,0.9,-3,-1
CCOC(=O)CC(=O)CSc1nc2c(sc(=S)n2-c2ccccc2)c(=O)[nH]1,-20,-4,-8,9,-18,-1,0.8,-7,2
CCOC(=O)C1CCN(C(=O)Cc2ccccc2OC)CC1,-2,2,17,1,6,0,-1.3,-6,0
Cc1cc(NC(=O)c2ccc(C)s2)n(-c2ccccc2)n1,2,3,6,0,-2,-2,-0.9,-1,3
CCCc1cc(=O)oc2cc(C)cc(OC(=O)c3ccco3)c12,-19,6,26,-1,13,-2,2.7,2,0
CC(=O)c1ccc(NC(=O)COc2ccc3c(c2)OCO3)cc1,-6,1,-16,-5,-1,-1,1.2,9,5
CC1CC(NC(=O)CC#N)CC(C)(C)C1 (stereo not given),11,-5,6,nt,-10,0,0.8,-2,-6
COc1ccc(Cl)cc1NC(=O)CSc1nc(N2CCCCC2)nc(N2CCCCC2)n1,-15,-4,23,1,-15,-4,-1.6,-3,0
CC1CN(c2ccc([N+](=O)[O-])nc2)CC(C)O1 (stereo not given),8,-6,-16,2,-10,-5,-0.8,14,-2
Cc1cc(C)c(S(=O)(=O)Nc2ccc3c(c2)CCC3)c(C)c1,-4,-17,84*,11,8,7,0.4,6,9
Cc1nn(-c2ccccc2)c(C)c1NS(=O)(=O)c1ccccc1,-3,-6,12,2,-2,-3,1.0,-15,2
O=C(CN1C(=O)NC(Cc2c[nH]c3ccccc23)C1=O)NC1CC1 (stereo not given),1,-17,-4,nt,-6,-6,2.6,11,-1
COc1ccccc1CNC(=O)C1CCN(Cc2nc(-c3cccc(Cl)c3)oc2C)CC1,-2,5,50,7,-11,-2,-2.8,-6,-1
O=C(NCc1ccccc1)c1ccc(Cl)cc1,5,-26,-9,nt,0,4,-3.4,-15,5
CC(C)=CCCC(C)CN(C)CCc1ccccn1 (stereo not given),-1,-3,-3,10,-3,-4,-0.1,-20,0
O=c1c(Cc2ccccc2)c(O)nc2n1CCS2,3,-14,-4,2,-3,-3,1.1,8,0
CCC(=O)Nc1ccccc1C(=O)C(=O)Nc1ccccc1,-9,0,21,-4,-3,4,-0.2,-4,5
CCOc1ccc(-c2c(C)n([O-])c3c([n+]2=O)CCCC3)cc1,-4,8,0,-2,-7,0,1.1,-1,4
O=C(N[C@@H](Cc1ccccc1)C(=O)OCc1ccccc1)c1nc[nH]c1C(=O)NCc1ccccc1,5,31,-2,-5,nt,0,20*,13,-1
COc1cccc(C2=NOC(C(=O)Nc3cccc(C(C)=O)c3)C2)c1OC (stereo not given),-8,-8,29,3,-8,-2,-0.1,-19,2
N#CCSc1nc2c(c(C3CC=CCC3)c1C#N)CCC2 (stereo not given),-7,1,58,7,-13,2,-0.7,-6,5
O=c1[nH][nH]c(C(F)(F)F)c1C=NCc1ccccc1Cl,-3,12,40,-2,-3,-4,1.8,-2,1
COC(=O)c1ccc2c(=O)[nH]c(CCl)nc2c1,4,17,-52,2,3,-4,0.1,5,4
COc1cccc(/C=N/n2c(-c3ccco3)nc3ccccc3c2=O)c1OC,-10,1,43,2,-7,5,-0.9,-14,11
O=C(CCSc1ccccc1)NCCSCc1ccco1,6,-5,-15,9,-4,-3,1.1,-8,5
CC1(C)c2ccccc2-n2c1cc1oc(=O)cc(O)c1c2=O,18,2,2,nt,-4,-4,1.9,4,1
O=C(NNC(=O)c1csc(-c2cccnc2)n1)Nc1ccc(Cl)cc1,13,-6,-32,nt,-4,0,0.8,-2,-2
CCOc1ccc(C2N(c3ccc(F)cc3)C(=O)C3CCCN32)cc1 (stereo not given),-11,-6,-28,-6,-18,-5,0.0,5,1

# Next section:
SMILES,S1P4 antag,NPY-Y2 PAM-ag,CHOP inhibitor,NPY-Y1 antag,p47phox inh,Ba/F3 V617F tox,S1P4 agonist,NPY1 pot ag,BaF3 tox
COc1cc(SC)ccc1C(=O)N1CCN(c2ccc(O)cc2)CC1,17,-5,12,-2,0,2,0.6,16,9
CCN(CC)S(=O)(=O)c1ccc(-n2c(=O)c(C(C)C)c(C)n2C)cc1,6,3,-8,-1,-14,1,0.4,8,8
CC(C)NC(=O)/C(=C\c1cccc([N+](=O)[O-])c1)NC(=O)c1ccccc1,9,6,11,-4,-9,-1,-0.4,-23,2
Cc1ccc(C(=O)c2nc3c(n2O)CCCC3)cc1,-13,-8,39,-7,-15,-4,-4.2,-4,1
O=C(NCCCc1ccccc1)c1cccc([N+](=O)[O-])c1,-16,0,10,4,-12,-1,1.4,-3,2
COc1cccc(NC(=O)CN(C)C(C)C(=O)Nc2ccc(C(C)=O)cc2)c1 (stereo not given),-2,12,11,-10,-13,0,1.0,8,2
CCOC(=O)c1nn(-c2ccccc2)c2nnc(Cc3ccc(C)cc3)c(=O)n12,-13,-7,-33,4,-4,5,1.1,-19,8
CCO[C@@H]1OC(C(=O)O)=C[C@H](c2ccc3c(c2)OCO3)[C@H]1CCCO,-1,-13,2,-2,nt,3,-1.1,-12,-2
COc1ccccc1NC(=O)CSC(N)=O,-1,18,23,2,-12,3,0.8,-23,5
C/C(=N\NC(=O)c1nn(C)cc1Br)c1ccc(NC(=O)c2ccncc2)cc1,-10,-4,37,1,-7,2,1.7,-5,7
COc1ccc(/C=C/C(=O)Oc2cc(O)cc(O)c2)cc1,19,-29,-30,nt,-6,1,0.5,-10,-6
O=C(Nc1cccc(C(F)(F)F)c1)/C(=C/c1ccco1)NC(=O)c1cccs1,0,-5,14,90*,-13,-1,2.0,9,8
CC[C@@H](C)[C@@H](C(=O)N1CCN(C(=O)OC(C)(C)C)CC1)n1cc(CCCCNC(=O)OC(C)(C)C)nn1,-13,-3,-1,-1,-9,0,-0.9,-3,0
Cc1c(NC2=NC3(CCCCC3)Cc3ccccc32)c(=O)n(-c2ccccc2)n1C,-23,-8,9,-5,-1,0,1.4,-4,1
O=C(CSC1=Nc2ccccc2C2CC=NN12)Nc1ccc(F)cc1Cl (stereo not given),-17,2,32,4,-13,1,-0.1,-15,6
Cn1cc(P(=S)(N2CCOCC2)N2CCOCC2)cc1P(=S)(N1CCOCC1)N1CCOCC1,-1,5,15,-1,-17,-3,-0.1,1,1
N#CC1=C(SCC(N)=O)NC(=O)CC1c1ccccc1Cl (stereo not given),-10,16,27,14,-6,-2,2.6,9,10
CC(C)(C)c1cnnn1-c1ccc(/C=N/Nc2ccc([N+](=O)[O-])cc2)cc1,1,-8,35,-8,-35,-1,1.1,6,4
CCc1cc(=O)oc2cc(OC(C)C(=O)O)c(Cl)cc12 (stereo not given),-8,-4,-1,2,16,-2,1.1,4,-1
NC(=O)CSc1nc2scc(-c3ccc(Cl)cc3)c2c(=O)n1Cc1ccccc1,-5,-2,42,-3,-12,0,1.0,-9,6
C=CCSc1n[nH]c(=O)n1-c1cccc(C(F)(F)F)c1,-1,10,2,nt,-15,-2,1.8,-5,-1
CCOC(=O)/C=C1\CC(=O)Nc2nonc2N1,-9,-1,47,7,-2,-2,-3.5,-1,2
COC(=O)CN1C(=O)C(O)(CC(=O)c2cccc(Br)c2)c2ccccc21 (stereo not given),-14,6,14,5,-9,-7,1.8,-7,2
CCN(CC)S(=O)(=O)c1cc(OC)c(Cl)cc1OC,-25,-4,8,5,-12,0,3.5,-2,2

# Screening data from PubChem.

# An unsorted share of the library. Share with any hit: about 7.1%.
